# From PubChem
# CD40 NFkB inh – inhibitors of CD40-induced NF-kB signaling, primary screen, BL2 cells, luciferase reporter, single point. CD40L-induced, 4 h. inhibition, % at 10 µM. 83,000 compounds, 0.94% hits;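 active = mean inhibition of at least 50% with a set share of replicates also reaching that level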;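 also: 0% = neutral control wells and 100% = IKK inhibitor VII at 50 µM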
# * = called active by the depositor; [ ] = another dose, or the depositor's remark. A portion of the library. The share of hits here may be higher or lower than overall.
SMILES,CD40 NFkB inh
O=C(C1CCCC1)N1[C@@H]2CN(S(=O)(=O)c3ccccc3)c3ccccc3[C@@H]2[C@@H]1CO,9
Cc1nc(SCC(=O)Nc2ccc(OCc3ccccc3)cc2)n[nH]1,-90
O=C(C[C@@H]1CC[C@H]2[C@@H](COC[C@@H](O)CN2C(=O)Nc2cccc(F)c2)O1)NCCCN1CCOCC1,-41[25 µM]
N#Cc1cccc(-c2ccc(C3[C@@H]4CNC[C@H]3N4)cc2)c1 (stereo partly specified),-6[25 µM]
CC(C)CN1C(=O)C(=O)N(CC(=O)c2ccc[nH]2)C1=O,-1
Cc1nc(-c2c(C(F)(F)F)noc2-c2ccc(O)cc2O)cs1,21
NC(=O)C1CCN(CC(=O)N2c3ccccc3CCc3ccccc32)CC1,6
O=C(CCNC(=O)Cn1cnc2ccccc2c1=O)NCC1CCCO1 (stereo unspecified),13
O=C(Nc1nc(-c2ccccn2)cs1)c1ccc2c(c1)OCCO2,-83
CCCCn1c(N)c(N(C(=O)CSc2nncn2-c2ccccc2)C2CCCC2)c(=O)[nH]c1=O,11
CNC(=O)CN1C(=O)CSc2ncccc21,14
CC(=O)N[C@@H](Cc1c[nH]c2ccccc12)C(=O)OCc1ccc(C#N)cc1,-3
CCc1nc2ccc(C(=O)N3CCCCC3)cn2c1N(CCC(C)C)CCN(C)C,3
Cc1n[nH]c(C)c1S(=O)(=O)N1CCCC(C(=O)Nc2nccs2)C1 (stereo unspecified),18
COc1cccc(NC(=O)CN(C)C(=O)c2cc(S(=O)(=O)N3CCCCCC3)ccc2OC)c1,12
COc1ccccc1C(=O)NCC1(c2ccccc2)CCCC1,-1
O=C(Nc1cnn(Cc2ccc(Cl)c(Cl)c2)c1)C12CC3CC(CC(C3)C1)C2,8
O=C(NNC(=O)c1ccccc1Br)c1ccccc1Cl,-20
COc1ccccc1NC(=O)COC(=O)c1cc2c(s1)CCC2,-9
Cc1ccc(C(=O)NCC(=O)NC23CC4CC(CC(C4)C2)C3)cc1,-22
O=S(=O)(c1ccc(NC2CCCCC2)cc1)N1CCOCC1,24
Cc1ccc(C(=O)/C=C/Nc2cccc(O)c2)cc1,-16
CCOC1=NC(=C(c2ccccc2)c2ccccc2)OC1=O,5
CN(C(=O)COC(=O)c1ccc(-c2ccc(O)cc2)cc1)C1CCS(=O)(=O)C1 (stereo unspecified),-4
CC(C)NC(=O)N1[C@H](CO)[C@@H](c2ccccc2)[C@@H]1CN(C)C(=O)c1cccnc1,0[25 µM]
C[C@H]1CN([C@@H](C)CO)C(=O)c2c(c3ccccc3n2C)-c2ccccc2CO[C@H]1CN(C)Cc1cccc2c1OCCCO2,-10[25 µM]
CCN(CCNC(=O)CN(C)S(=O)(=O)c1cccc2nsnc12)c1ccccc1,6
C[C@@H]1CN([C@H](C)CO)C(=O)CCCn2cc(nn2)CO[C@@H]1CN(C)S(=O)(=O)c1ccc2ccccc2c1,5[25 µM]
Cc1ccc(-c2ccccc2[C@@H]2[C@@H](CO)N(C(=O)Cc3cccnc3)[C@H]2C#N)cc1,-13[25 µM]
CN1CCN(C(=O)C[C@H]2CC[C@@H]3[C@H](COC[C@H](O)CN3Cc3cccc(-c4ccncc4)c3)O2)CC1,1[25 µM]
CCOC(=O)N(C)C[C@H]1OCc2cnnn2CCCC(=O)N([C@H](C)CO)C[C@H]1C,-4
CCOc1ccc(S(=O)(=O)N2CCN(C(=O)c3cc(S(=O)(=O)N4CCOCC4)ccc3C)CC2)cc1,8
COc1ccc(-c2ccc3c(c2)[C@@H]2[C@@H](CCN2C(=O)NC2CCCC2)[C@@H](CO)N3C)cc1,-11
C[C@H]1CN([C@@H](C)CO)C(=O)CCCn2nncc2CO[C@H]1CN(C)Cc1ccc(Cl)c(Cl)c1,13[25 µM]
C[C@H]1CN([C@@H](C)CO)C(=O)c2c(c3ccccc3n2C)-c2ccccc2CO[C@H]1CN(C)C(=O)[C@H]1CCCN1C,-4[25 µM]
COC(=O)c1cc(C#N)c(=O)[nH]c1C,6
O=C(C[C@@H]1C[C@@H]2c3cc(NC(=O)Nc4ccccc4)ccc3O[C@@H]2[C@@H](CO)O1)NCCN1CCCCC1,2[25 µM]
O=c1[nH]c2cnn(-c3ccccc3)c2c(=O)n1O,8
COc1cc(/C=N/NC(=O)CCN2CCCCC2)ccc1O,12
CC(C)N1CCC(NC(=O)Nc2ccc3c(c2)OCO3)CC1,-34

# In the list so far, 2 have fluorine.
SMILES,CD40 NFkB inh
O=C(C[C@@H]1CC[C@H]2[C@@H](COC[C@@H](O)CN2C(=O)Nc2cccc(F)c2)O1)NCCCN1CCOCC1,-41[25 µM]
Cc1nc(-c2c(C(F)(F)F)noc2-c2ccc(O)cc2O)cs1,21

# The results go on:
SMILES,CD40 NFkB inh
Cc1c(Cl)cccc1Nc1n[nH]c(=S)s1,21
Cc1cc(NC(=O)c2nn3cccnc3c2Cl)no1,21
O=C(C[C@H]1CC[C@H]2[C@@H](COC[C@@H](O)CN2S(=O)(=O)c2ccc(F)cc2)O1)NCCN1CCCCC1,-6[25 µM]
COc1ccc(S(=O)(=O)N2CCN(CC(=O)NCCc3cccs3)CC2)cc1,0
CN1CCN(/N=C2/C(=O)Nc3ccc([N+](=O)[O-])cc32)CC1,17
Cn1cnnc1SCC(=O)NC1CC1,4
O=C(NC1CCCCC1)[C@@H]1CSC2c3ccccc3C(=O)N21 (stereo partly specified),8
Cn1nc(CC(=O)Nc2ncc(Br)s2)c2ccccc2c1=O,3
O=[N+]([O-])c1ccccc1C=NN1CCCCCC1,39
CCCNC(=O)C[C@@H]1CC[C@@H]2[C@@H](COc3ccc(NC(=O)NCCC)cc3C(=O)N2C)O1,3
COc1ccc2oc(C(=O)CCC(=O)O)c(N)c2c1,11
COCC(=O)N1CC[C@@H]2[C@H]1c1cc(C#Cc3ccc(F)cc3)ccc1N[C@@H]2CO,-4[25 µM]
COC(=O)c1ccc(CSc2nc(C(F)F)cc(C)c2C#N)o1,4
COCC(=O)N1[C@H](CO)[C@@H](c2ccccc2C2=CCCCC2)[C@@H]1C#N,-16[25 µM]
Cc1ccccc1NC(=O)CNc1ccccc1N1CCCCC1,-1
COc1cc2c(cc1OC)C1(CCCC1)CNC2C (stereo unspecified),5
Cc1nnc(NC(=O)c2ccc3ccccc3n2)s1,-99
CCOC(=O)C1(C)CCCN(C(=O)c2c(F)ccc(C)c2F)C1 (stereo unspecified),13
COc1cccc(CC(NC(C)=O)C(=O)NC2CCN(c3nnnn3-c3ccccc3)CC2)c1OC (stereo unspecified),3
C[C@@H]1CN([C@@H](C)CO)C(=O)c2ccccc2-c2ccccc2CO[C@@H]1CN(C)C(=O)[C@H]1CCCN1C,-11[25 µM]
Cc1cccc(-n2c(SCC(=O)N(C)C3CCS(=O)(=O)C3)nc3ccccc3c2=O)c1C (stereo unspecified),28
O=C(Cc1ccccc1)NCC(=O)N/N=C/c1ccc(Cl)cc1,4
O=C(COC(=O)C1CC(=O)N(c2ccc3c(c2)OCCO3)C1)Nc1ccc2c(c1)CCC2 (stereo unspecified),3
O=C(CCc1nnc(CCCCc2ccccc2)o1)N1CCCCC1CCO (stereo unspecified),-2
O=C(OCCNC(=O)c1ccc2ccccc2n1)c1cccnc1,-11
Cc1ccccc1N(CC(=O)N/N=C/c1ccc(Cl)cc1)C(=O)c1ccccc1,-2
COc1ccc(NC(=O)c2ccc3ncsc3c2)c2ccccc12,-11
CN1CCN(CC(=O)Nc2c(C(=O)c3ccccc3)oc3ccccc23)CC1,-5
Cc1nc(Nc2ccccc2)sc1-c1ccccc1,-40
CN(C)S(=O)(=O)c1cccc(NC(=O)CCc2nc3cc(S(=O)(=O)N4CCOCC4)ccc3n2C)c1,-1
Cc1cc(=O)n2c(C)n[nH]c2n1,-1
O=C1COc2ccc(C(=O)COC(=O)CNC(=O)c3ccccc3)cc2N1,-2
COc1ccc(OC)c(S(=O)(=O)NCC(=O)O)c1,-3
O=C(NCC1CCCO1)c1ccccn1 (stereo unspecified),0
COc1ccccc1N(C)S(=O)(=O)c1ccc(C(=O)Nc2nc(C)c(C(C)=O)s2)cc1,2
COc1ccc(NC(=O)CC2C(=O)N(c3ccccc3)C(=O)N2CCc2cccs2)cc1 (stereo unspecified),12
COc1ccc(S(=O)(=O)N(C)C[C@@H]2OCCCC[C@H](C)Oc3ccc(NC(=O)Nc4ccc(C(F)(F)F)cc4)cc3C(=O)N([C@@H](C)CO)C[C@@H]2C)cc1,-6
COc1cccc(C(O)c2ncc(-c3cccc(C(F)(F)F)c3)[nH]2)c1 (stereo unspecified),-7
Cc1cc(C2C(=O)CC(=O)CC2c2ccccc2)on1 (stereo unspecified),5
C[C@@H]1CN([C@@H](C)CO)C(=O)c2cccc(NC(=O)Nc3ccc(F)cc3)c2O[C@H]1CN(C)S(=O)(=O)c1ccc(Cl)cc1,-9[25 µM]
CN(C)CCOC(=O)C12CC3CC(CC(C3)C1)C2,2
O=C(NN=Cc1ccc(N2CCOCC2)s1)c1ccc([N+](=O)[O-])cc1,-1
CC(=O)OCC(=O)Nc1ccc(Cl)cc1Cl,5
Cc1cc(N2CCN(C3CCCC3)CC2)n2c(nc3ccccc32)c1C#N,4
CN(C(=O)CN1CCN(c2cc(-c3ccc(OCc4ccccc4)cc3)ncn2)CC1)c1ccccc1,9
O=C(NCc1ccccc1)C1CCCN(S(=O)(=O)c2cccc3nsnc23)C1 (stereo unspecified),26
O=C(O)c1ccc(NC(=O)c2cccs2)cc1,1
COc1ccccc1C(=O)NCCCn1cc(Br)c(C)n1,-4
CN(C)C(=O)c1cccc(-c2ccccc2[C@H]2[C@@H](C#N)N(C(=O)C3CCCCC3)[C@H]2CO)c1,-21[25 µM]
COc1ccccc1/C=N/N1C(=O)C2C3C=CC(CC3)C2C1=O (stereo unspecified),-13
# The list continues.
SMILES,CD40 NFkB inh
CCCN1C[C@H](C)[C@@H](OC)CN(C)C(=O)c2cc(NC(=O)NC3CCCC3)ccc2OC[C@@H]1C,2
O=C(NCC1CC1)c1cccc2c(-c3ccc(F)c(F)c3)coc12,-2
CCN(CC)CCn1c(=N)n(CCO)c2ccccc21,-2
Cn1nc(C(=O)NC2CCC(O)CC2)c2ccccc2c1=O (stereo unspecified),9
O=C(CCCOc1ccccc1)N1CCN(c2ccccn2)CC1,17
N#Cc1ccc(CN2CCN(C(=O)c3cn(Cc4ccccc4)nc3-c3cccnc3)CC2)cc1,8
CC(C)Cc1nnc(NC(=O)CSc2nc(O)c(-c3ccccc3)c(=O)[nH]2)s1,9
C=CCn1c(SCC(=O)N(CC)C2CCS(=O)(=O)C2)nc2scc(-c3ccccc3)c2c1=O (stereo unspecified),36
CN(C)S(=O)(=O)c1cccc(C(=O)N2CCN(S(=O)(=O)c3ccc4c(c3)OCCO4)CC2)c1,0
N#CCCN(Cc1cccnc1)C(=S)NC(=O)c1ccccc1,3
CC(NC(=O)c1ccc2c(=O)n3c(nc2c1)CCCCC3)c1ccccc1 (stereo unspecified),-6
CN1CCN(C(=O)C[C@H]2CC[C@@H]3[C@H](COC[C@@H](O)CN3CC3CCCC3)O2)CC1,-4
N#Cc1c(N)[nH]c2ccc(Sc3ccccc3)cc12,-4
Cc1nc(CC(=O)Nc2nc(-c3ccccc3)cs2)cs1,-59
CCN1CCN(C(=O)c2ccc(-c3nc4ccccc4s3)s2)CC1,-45
COc1ccc(-n2cc(CNCC3CCOCC3)c(-c3cccc(F)c3)n2)cc1,-4
Nc1ccc2nc(SCc3ccc([N+](=O)[O-])cc3)sc2c1,-10
COc1ccccc1C(=O)NCCC(=O)NCc1ccccn1,14
CCSc1nnc(NC(=O)c2nc3nc(C)cc(C)n3n2)s1,5
CCc1noc(C)c1C(=O)OCC(=O)NCc1ccc(Cl)cc1,7
c1cn2cc(CN3CCOCC3)nc2s1,-86
CCCSc1nnc2[nH]c(=O)cc(N)n12,2
O=C1OC(Cc2ccccc2)(c2ccccc2)c2ccccc21 (stereo unspecified),0
COc1ccc(CCNc2oc(Cc3ccccc3)nc2C#N)cc1OC,-15
CN(C)CCCNCCCNC(=O)c1ccccn1,6
Cc1ccc(C)c2sc(N)nc12,12
O=C1c2cccc3cccc(c23)C(=O)N1c1nccs1,-48
Cn1c(=O)c2[nH]c(Cc3ccsc3)nc2n(C)c1=O,14
CO[C@H]1CN(C)C(=O)c2cc(NS(C)(=O)=O)ccc2OC[C@@H](C)N(C(=O)C2CCOCC2)C[C@@H]1C,-13[25 µM]
CCOc1ccc(N2C(=O)c3cccnc3C2Nc2ccc(OC)cc2)cc1 (stereo unspecified),-20

# By substructure: the entries above with an NH in an aromatic ring
SMILES,CD40 NFkB inh
Cc1nc(SCC(=O)Nc2ccc(OCc3ccccc3)cc2)n[nH]1,-90
CC(C)CN1C(=O)C(=O)N(CC(=O)c2ccc[nH]2)C1=O,-1
CCCCn1c(N)c(N(C(=O)CSc2nncn2-c2ccccc2)C2CCCC2)c(=O)[nH]c1=O,11
CC(=O)N[C@@H](Cc1c[nH]c2ccccc12)C(=O)OCc1ccc(C#N)cc1,-3
Cc1n[nH]c(C)c1S(=O)(=O)N1CCCC(C(=O)Nc2nccs2)C1 (stereo unspecified),18
COC(=O)c1cc(C#N)c(=O)[nH]c1C,6
O=c1[nH]c2cnn(-c3ccccc3)c2c(=O)n1O,8
Cc1c(Cl)cccc1Nc1n[nH]c(=S)s1,21
Cc1cc(=O)n2c(C)n[nH]c2n1,-1
COc1cccc(C(O)c2ncc(-c3cccc(C(F)(F)F)c3)[nH]2)c1 (stereo unspecified),-7
CC(C)Cc1nnc(NC(=O)CSc2nc(O)c(-c3ccccc3)c(=O)[nH]2)s1,9
N#Cc1c(N)[nH]c2ccc(Sc3ccccc3)cc12,-4
CCCSc1nnc2[nH]c(=O)cc(N)n12,2
Cn1c(=O)c2[nH]c(Cc3ccsc3)nc2n(C)c1=O,14
